# MEKK2 mut-MEK5 – signal of MEK5 binding to mutant human MEKK2 PB1 domain; hit rate 0.35% among 290,000; bead flow cytometry, Alexa488-MEK5 binding to MEKK2 mutant; percent response, % at 10 µM; in the data active = percent response above about 24%, passing the limit was not always enough; also: inactives centre near 1; some results filed as inactive read as strong as hits
# IMP-1 inhibitor – blocks Pseudomonas aeruginosa IMP-1 metallo-beta-lactamase; inhibition, % at 5.6 µM; hit rate 0.45% among 290,000; purified IMP-1, nitrocefin hydrolysis, epi-absorbance fluorescence;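 active = inhibition above the mean plus 3 SD of all compounds in the same screening run, cut at about 4.5% in these data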;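 also: 0% = IMP-1 with DMSO and 100% = DMSO wells lacking enzyme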
#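 Test system: recombinant IMP-1 enzyme, purified / Medium: HEPES buffer pH 7.1 with ZnSO4 and Brij 35 / Doses: single dose, 5.6 µM / Times: 25 °C, 15 min preincubation, 25 min reaction / Detection: Epi-absorbance via hydrolysed-nitrocefin quenching of white-plate fluorescence, 480/530 nm, EDTA stop / Evaluation: percent inhibition from optical density relative to buffer-blank wells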
# HCV NS3 hel inh – HCV NS3 helicase inhibition | AID 1800 | inhibition, % at 10.9 µM | NS3 helicase DNA unwinding, Cy5 molecular beacon fluorescence | hit rate 0.56% among 290,000;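 active = inhibition above the mean of all tested compounds plus 3 SD, set per campaign, cut at about 35% in these data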;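 also: 0% = DMSO wells and 100% = thioflavine S control wells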
#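 System: Hepatitis C virus NS3 helicase domain fragment enzyme | Reagent: Annealed dual-labelled DNA beacon duplex, ATP-started | Compound dosing: 10.9 µM single point, 0.8% DMSO | Incubation: 1 h reaction at 25 °C, ATP-initiated | Technique: Cy5 fluorescence | Evaluation: Percent inhibition from t60/t0 fluorescence ratio | Benchmarks: Low DMSO, high thioflavine S at 110 µM | Replication: Singlicate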
# M18AAP inhibitor – PfM18AAP enzyme inhibition; recombinant PfM18AAP, H-Glu-NHMec fluorogenic cleavage; inhibition, % at 7.35 µM; hit rate 1.2% among 290,000;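 active = inhibition above the campaign mean inhibition over all tested compounds plus 3 SD, cut at about 28% in these data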;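 also: 0% = plate median of test compound wells and 100% = 2 mM ZnCl2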
# MEKK2wt PB1 HTS – raises or lowers MEK5 binding to wildtype human MEKK2 PB1 domain | Q9Y2U5 | bead flow cytometry, Alexa488-MEK5 binding to MEKK2 WT; actives lie on both sides | binding response (% of control), % at 10 µM | hit rate 1.1% among 290,000 | AID 1531; in the data active = binding response below about 67% or above about 130%
# VIM-2 inh – inhibitors of Pseudomonas aeruginosa VIM-2 metallo-beta-lactamase. purified VIM-2, nitrocefin hydrolysis, epi-absorbance fluorescence. inhibition, % at 5.6 µM. hit rate 0.89% among 290,000. AID 1527;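 active = inhibition above the mean of all tested compounds plus 3 SD, cutoff set per screening run, cut at about 7.5% in these data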;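 also: red hydrolysis product quenches plate fluorescence so inhibitors raise well fluorescence; 0% = enzyme with DMSO and 100% = DMSO without enzyme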
# DNA FID counter – fluorescent intercalator displacement, NS3 helicase counter-screen | DNA fluorescent intercalator displacement, fluorescence | hit rate 0.17% among 290,000 | inhibition, % at 7.9 µM | AID 1845; in the data active = inhibition above about 37%;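 also: 0% = vehicle and 100% = reference compound; higher means more ethidium bromide displaced from hairpin DNA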
# NALP1 yeast inh – inhibitors of NALP1 inflammasome in yeast | S. cerevisiae NALP1/ASC/caspase-1 growth, X-gal OD620, 72 h | inhibition, % at 10 µM | hit rate 0.61% among 280,000 | AID 2071; in the data active = inhibition mostly above about 24%, no sharp cut-off; inactive = mostly below about 32%; also: some compounds called inactive have numbers as strong as hits
# UBC9 SUMO inh – inhibitors of human SUMOylation (UBC9). AID 2006. HTRF SUMOylation assay, SAE1/SAE2 + UBC9, in vitro. P63279. inhibition, % at 35 µM. hit rate 0.36% among 290,000; in the data active = inhibition above about 50%, passing the limit was not always enough; also: strong numbers were not always called active
# Target sequence (P63279 whole entry, looked up): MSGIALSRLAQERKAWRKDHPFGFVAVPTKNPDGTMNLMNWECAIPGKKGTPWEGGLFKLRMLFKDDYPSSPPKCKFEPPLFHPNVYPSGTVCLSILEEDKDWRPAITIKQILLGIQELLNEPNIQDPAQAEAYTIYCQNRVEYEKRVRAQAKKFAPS
# Starred values were filed as active, the others as inactive; x = no result given.
SMILES,MEKK2 mut-MEK5,IMP-1 inhibitor,HCV NS3 hel inh,M18AAP inhibitor,MEKK2wt PB1 HTS,VIM-2 inh,DNA FID counter,NALP1 yeast inh,UBC9 SUMO inh
CCC(C)N(C(=O)COC(=O)C1C(C(=O)OC)=C(C)NC(C)=C1C(=O)OC)C1CCS(=O)(=O)C1 (stereo not drawn),-4,0.4,0,-6,105,0.6,-12,0,14
Cc1cc(C)c(NC(=O)C2CC(=O)N(C(C)C)C2)c(C)c1 (stereo not drawn),2,-1.1,-1,-2,105,-1.9,-1,11,5
COC(=O)c1c(NC(=S)Nc2ccccc2Cl)sc(C)c1C,-5,-3.1,0,9,88,-1.8,3,2,21
Cc1cccc(NC(=O)C2CC(=O)N/C(=N/N=C/c3ccco3)S2)c1 (stereo not drawn),6,-2.6,-2,-1,109,-2.2,0,-3,3
CCOc1ccccc1C(=O)NC1CCN(Cc2nnnn2C2CCCC2)CC1,2,-1.3,-2,-11,99,0.3,-29,7,1
O=C(Nc1ccc(N2CCN(C(=O)c3ccccc3)CC2)cc1)c1ccc2c(c1)OCO2,-2,-1.2,-4,7,96,-1.5,-33,12,-4
COc1ccc(C(=O)NNC(=O)C(C)NC(=O)c2ccccc2NC(=O)c2ccco2)cc1 (stereo not drawn),-2,-2.3,4,7,96,-3.6,-2,29,-1
O=C(O)c1ccc(-c2cccc(Cl)c2)o1,11,-1.4,17,-5,79,-3.6,1,x,x
Cc1nc2sc(C(=O)c3ccccc3)c(N)c2c2c1CCCC2,12,-2.5,1,1,106,2.1,-9,17,2
CCCCNC(=O)CCc1c(C)nc2nc(-c3cc(OC)cc(OC)c3)nn2c1C,x,-3.4,-3,1,x,0.5,-7,0,12
CC(C)N1CCc2c(sc(NC(=O)c3ccc(C(=O)c4ccccc4)cc3)c2C(N)=O)C1,4,0.0,-57,-7,117,3.3,32,17,-3
c1ccc2sc(NCC3CCCO3)nc2c1 (stereo not drawn),-8,0.2,8,-5,85,-0.3,0,5,16
O=C(NCc1ccccn1)Nc1cccc(Cl)c1,4,-1.1,0,-10,106,-0.3,-1,12,2
CN1CCC(N(C)C(=O)c2sc3cc(F)ccc3c2Cl)CC1,0,-2.2,-8,-10,105,-1.8,7,8,14
NS(=O)(=O)c1ccc(NC(=S)Nc2cc(Cl)c(Cl)cc2Cl)cc1,0,-3.7,-3,-9,105,2.4,-1,12,-8

# As entered above.
# Under MEKK2 mut-MEK5, O=C(NCc1ccccn1)Nc1cccc(Cl)c1 has 4
# Under MEKK2wt PB1 HTS, COc1ccc(C(=O)NNC(=O)C(C)NC(=O)c2ccccc2NC(=O)c2ccco2)cc1 (stereo not drawn) has 96
# Under IMP-1 inhibitor, O=C(Nc1ccc(N2CCN(C(=O)c3ccccc3)CC2)cc1)c1ccc2c(c1)OCO2 has -1.2
# Under IMP-1 inhibitor, CCCCNC(=O)CCc1c(C)nc2nc(-c3cc(OC)cc(OC)c3)nn2c1C has -3.4
# Under VIM-2 inh, O=C(O)c1ccc(-c2cccc(Cl)c2)o1 has -3.6
# Under M18AAP inhibitor, Cc1cc(C)c(NC(=O)C2CC(=O)N(C(C)C)C2)c(C)c1 (stereo not drawn) has -2

# The list goes on:
SMILES,MEKK2 mut-MEK5,IMP-1 inhibitor,HCV NS3 hel inh,M18AAP inhibitor,MEKK2wt PB1 HTS,VIM-2 inh,DNA FID counter,NALP1 yeast inh,UBC9 SUMO inh
CC(C)CC(C)N1CCC(n2nccc2NC(=O)CCc2ccccc2)CC1 (stereo not drawn),3,-1.4,-5,-4,102,-1.2,2,13,2
C=CCn1c(SCC(=O)Nc2cccc3ccccc23)nnc1-c1cnccn1,-3,-1.7,-1,-7,98,1.9,-22,9,6
Cc1ccc(F)cc1NC(=O)C1C2CCC(O2)C1C(=O)O (stereo not drawn),-2,-5.4,4,-2,95,-4.1,5,x,2
CCC(C(=O)NCCc1ccccc1)c1ccccc1 (stereo not drawn),0,-3.9,1,-1,95,-0.5,-5,5,8
COc1cc(OC)c2ccc(=O)oc2c1C(CCN1CCCC(C)C1)c1ccc(N(C)C)cc1 (stereo not drawn),2,x,x,x,104,x,x,0,1
CCOC(=O)C1CCCN(C(=O)/C=C/c2ccc(OC)cc2)C1 (stereo not drawn),4,-0.7,5,-8,104,0.1,-23,3,0
CCOC(=O)C1=C(CN2CCN(C(=O)c3ccco3)CC2)NC(=O)NC1c1ccccc1 (stereo not drawn),1,-3.5,-4,2,98,-3.0,-40,23,-2
CCN(CC)C(=O)CSc1nnc2nnc3cc(OC)ccc3n12,2,-0.9,0,-1,105,0.1,-2,4,30
Cc1cnc(CN(C)C(=O)c2ccc3oc(Cc4ccc(Cl)cc4)nc3c2)[nH]1,5,-2.4,-15,-3,105,-0.5,9,-5,10
CC(C)[C@H](NC(=O)c1ccccc1)C(=O)O,3,-4.2,5,0,104,-3.7,2,4,-6
[O-][n+]1ccc(C2CC2)cc1,-2,-2.5,-2,-1,99,-3.9,12,19,19
CC1CC(C)CN(C(=O)CCCNC(=O)c2ccc(Cl)cc2)C1 (stereo not drawn),2,-1.4,11,-3,101,-1.3,-41,-2,-8
CC(CCc1ccccc1)NC(=O)CCc1cn(C)c2ccccc12 (stereo not drawn),4,-1.1,-4,-1,107,-2.6,-29,29,-4
O=c1oc2cc(O)ccc2c2ccccc12,13,-1.4,-1,-2,104,5.7,3,-9,14
COc1ccccc1CN(C)C(=O)c1ccccc1Sc1ccccc1C#N,8,-2.3,19,8,96,-1.5,-52,5,-5

# Quoted at random: 2 records from the list
SMILES,MEKK2 mut-MEK5,IMP-1 inhibitor,HCV NS3 hel inh,M18AAP inhibitor,MEKK2wt PB1 HTS,VIM-2 inh,DNA FID counter,NALP1 yeast inh,UBC9 SUMO inh
CC1CC(C)CN(C(=O)CCCNC(=O)c2ccc(Cl)cc2)C1 (stereo not drawn),2,-1.4,11,-3,101,-1.3,-41,-2,-8
CCOC(=O)C1CCCN(C(=O)/C=C/c2ccc(OC)cc2)C1 (stereo not drawn),4,-0.7,5,-8,104,0.1,-23,3,0

# (listing goes on)
SMILES,MEKK2 mut-MEK5,IMP-1 inhibitor,HCV NS3 hel inh,M18AAP inhibitor,MEKK2wt PB1 HTS,VIM-2 inh,DNA FID counter,NALP1 yeast inh,UBC9 SUMO inh
C/C(=N\NC(=S)NC(C)C)c1ccco1,-7,-0.9,-4,21,95,-0.6,-2,19,15
COc1ccc(NS(=O)(=O)c2nnc(NC(=O)c3ccccc3F)s2)cc1,0,-1.8,4,-2,101,0.3,-7,5,2
Cc1c(CC(=O)O)c(=O)oc2cc(OCc3nn[nH]n3)ccc12,7,-2.8,-3,3,102,-0.3,2,-8,9
O=C1NN(c2ccccc2)C(=O)/C1=C\c1ccc2c(c1)OCO2,5,-2.9,31,29*,102,-5.5,-3,1,8
Cc1n[nH]c(C)c1N=Nc1cc(Cl)ccc1Cl,2,-2.0,1,1,105,-0.8,0,-8,5
CCN(CC)CCC(C)OC(c1ccccc1)c1ccccc1 (stereo not drawn),4,-1.4,-2,-5,103,0.0,11,14,2
CCCCOC(=O)/C(=C/c1cn(C)c2ccccc12)NC(=O)c1ccc(OC)cc1,1,-2.7,1,0,98,-3.2,-10,10,-7
CCCCS(=O)c1snnc1C (stereo not drawn),2,-1.5,2,-2,106,-2.6,-1,7,9
CCOc1c(Br)cc(C(=O)N2CCCN(C)CC2)cc1OC,9,-2.4,-13,-1,107,0.8,-1,11,11
NNC(=O)c1oc2nc(-c3ccc(Cl)cc3)cc(-c3ccccc3)c2c1N,-4,-2.9,5,7,95,-1.5,-31,-9,10
CCOc1cc(/C=N/Nc2nc(C)cc(=O)[nH]2)ccc1O,-1,-0.6,4,7,103,-1.8,-2,-22,-6
CN(C)S(=O)(=O)c1ccc2c(c1)nc(CCC(=O)O)n2C,-14,-1.0,-2,-4,87,0.0,6,4,-2
CCOC(=O)c1cc(-c2ccc(N3CCOCC3)cc2)nn1-c1ccc(F)cc1F,1,-3.8,2,-6,100,-1.5,-33,24,-13
O=C(NC(=S)Nc1ccc(O)cc1)c1ccccc1Cl,1,-3.5,24,-4,97,0.0,2,22,6
Cc1cc(C)nc(SCC(=O)NNC(=O)c2ccccc2C)n1,6,-2.1,7,1,105,-3.8,-8,-10,0

# M18AAP inhibitor: hit marks shown above.
molecule | MEKK2 mut-MEK5 | IMP-1 inhibitor | HCV NS3 hel inh | M18AAP inhibitor | MEKK2wt PB1 HTS | VIM-2 inh | NALP1 yeast inh | UBC9 SUMO inh
O=C1NN(c2ccccc2)C(=O)/C1=C\c1ccc2c(c1)OCO2 | 5 | -2.9 | 31 | 29* | 102 | -5.5 | 1 | 8

# The list continues:
SMILES,MEKK2 mut-MEK5,IMP-1 inhibitor,HCV NS3 hel inh,M18AAP inhibitor,MEKK2wt PB1 HTS,VIM-2 inh,DNA FID counter,NALP1 yeast inh,UBC9 SUMO inh
OC(CNCc1ccc2c(c1)OCO2)COc1ccc(F)cc1 (stereo not drawn),-2,-1.5,-12,-3,101,-1.0,0,x,13
CC(=O)Nc1ccc(-c2csc(Nc3cccc(C)n3)n2)cc1,1,-3.0,-22,-7,105,0.5,-6,-5,1
COc1ccc(NC(=O)CSCc2ccc([N+](=O)[O-])cc2)cc1OC,5,-2.5,6,3,106,-1.3,-1,9,10
COc1cccc(/C=N/n2c(=O)[nH]c3ccccc32)c1OC,-1,-1.7,-11,4,96,-0.5,-16,38,1
CCC(C)[C@H](NC(=O)[C@@H]1CSC2c3ccccc3C(=O)N21)C(=O)N1CCCCC1 (stereo partly drawn),0,-2.2,3,2,96,-1.6,-51,-2,7
O=C(Nc1ccccc1)c1ccccc1OCc1ccc(F)cc1,9,-2.1,-7,-1,110,-1.5,-12,25,8
O=C(O)c1ccc(CSc2nc(-c3ccccc3)cc(C(F)(F)F)n2)cc1,-2,-3.1,23,-3,105,-1.7,-25,27,24
Cc1ccc(C(=O)C2=C(O)C(=O)N(CCCn3ccnc3)C2c2ccc(OC(C)C)cc2)o1 (stereo not drawn),1,1.8,-4,14,98,1.7,-9,13,-17
CCC(=O)NCCc1nc2cc(NC(=O)c3cccs3)ccc2n1C,9,-0.9,2,-3,103,-0.1,1,11,12
Cc1cc(C)cc(NC(=O)CCNC(=O)c2ccc([N+](=O)[O-])cc2)c1,0,-0.9,1,-3,99,-1.8,-3,6,-6
O=C(Nc1ccc(F)cc1F)c1csc(-c2ccccc2)n1,1,-2.7,2,-4,99,-1.8,-4,21,6
